KDM5B inhibitor – Primary screen for KDM5B Histone Demethylases FDH-coupled qHTS | 220,000 tested, 2.6% active | Lysine-specific demethylase 5B (Homo sapiens), Q9UGL1 | KDM5B demethylase, FDH-coupled NADH fluorescence (FDH is formaldehyde dehydrogenase) | Potency, µM (highest dose often 57.7 µM), for inactives: at the top dose activity change, negative = inhibition, hits mostly inhibitors; active = well fitted inhibition curve with a large enough effect; inconclusive = small, poorly fitted or top-dose-only effect; inactive = no such curve, though single readings can be large or run the other way; note: 0% is about no effect; nearly all actives have a fitted effect of over 70% in size
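Coupled FDH/NAD⁺ fluorescence readout. KDM5BΔAP 200 nM final; compound titration, 10 min RT preincubation; substrate mix 12.5 µM H3K4me3, 25 µM 2-OG, 50 µM Fe(II), 100 µM ascorbate, 0.25 mM NAD⁺, 0.25 U/mL FDH; ΔRFU over 30 min.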
* marks the source's active call; other numbers are inactive results; ? = inconclusive; [ ] = dose if it differs, or a comment. Potency is the fitted concentration of half-maximal effect.

SMILES	KDM5B inhibitor
COc1ccc(NC(=O)c2cc(Br)c(O)c(OC)c2)cc1NC(C)=O	-8%
CCOc1ccccc1CNC(=O)C(CC)n1nc(CC)n2c(cc3oc(C)cc32)c1=O (stereo not given)	?
O=C(CCCc1nc2ccccc2s1)NCCc1cccc(F)c1	15%
COc1ccc(Br)cc1-c1nc2cccc(C)c2c(=O)o1	15%
CCOc1ccccc1N(CC(=O)NCCSc1ccccn1)S(=O)(=O)c1ccccc1	7%
COc1ccc(S(=O)(=O)N(CC(=O)N2CCC(C(N)=O)CC2)c2ccccc2)cc1OC	8%
Cc1cnc(C(=O)N2CC(=O)N(c3ccccc3Cl)CC2C)cn1 (stereo not given)	25%
O=c1c2cnc(N3CCCCC3)nc2ccn1-c1ccc(F)cc1	11%
NC(=O)COC(=O)c1ccc(-c2ccc(O)cc2)cc1	?
CC1(C)Cc2c(sc3c2c(=O)n(CCCO)c(=O)n3CC(=O)c2ccccc2)CO1	2%
COc1ccc(C(=O)N2CCn3c(nn(-c4cccc(Cl)c4)c3=O)C2)cc1	-11%[115 µM]
COc1ccccc1N1CCN(C(=O)c2cccs2)CC1	-1%
CNC(=O)[C@@H]1CN(C(=O)c2ocnc2C)C[C@H]1COC	5%
Cn1cc(-c2ccccc2)cc1C(=O)N1CCCC1	-1%
COc1cccc(-c2cc3c(=O)n(CCNC(=O)COc4ccccc4)ccn3n2)c1	?
c1ccc(-c2ccc3ncc(Nc4ccc5c(c4)OCCO5)n3n2)cc1	-3%[86.2 µM]
COc1ccc(-c2c[n+]3c(n2-c2ccc(C)cc2)CCCCC3)cc1	-5%
CC1CCc2c(sc(NC(=O)CSc3ncnc4ccccc34)c2C#N)C1 (stereo not given)	-6%
COc1ccc(NC(=O)C2CCCN(S(=O)(=O)c3cccnc3)C2)cc1OC (stereo not given)	7%
Cc1ccc(Cn2c(CN3CCC(C(=O)O)CC3)cc3ccccc32)cc1	-22%
CCOc1cc(C#N)ccc1OCc1nc(-c2ccc(Br)cc2)no1	15%
CC#CCn1cc2c3c(cccc31)[C@H](CC(C)C)N[C@H](C(=O)NCCOC)C2	-30%[86.2 µM]
COc1ccc(Cn2c(C3CCN(C(=O)c4ccc(C)s4)CC3)n[nH]c2=O)cc1	0%
CCCN1C(=O)Cc2ccccc2C1C(=O)NCc1ccc2c(c1)OCO2 (stereo not given)	-1%
Cc1cccc(N2CC(C(=O)N(C)Cc3cnn(C)c3)CC2=O)c1C (stereo not given)	?

Other records.
SMILES	KDM5B inhibitor
Clc1cccc2c3c([nH]c12)CCNC3	38%
CCNC(=O)CN1CN(c2ccccc2)C2(CCN(C(=O)NC34CC5CC(CC(C5)C3)C4)CC2)C1=O	-15%
COC(=O)C1=C(C)N(c2ccccc2)C(=S)NC1c1cccs1 (stereo not given)	4%
O=C(CSc1nnc2[nH]c(=O)cc(-c3ccccc3)n12)Nc1ccc(F)cc1F	?
Cc1ncc2c(c1CNC(=O)Cn1cnc3ccccc3c1=O)CCNC2	?
CC(=O)N/C(N)=N/c1nc2cc(C)ccc2o1	10%
CC(=O)c1ccc(NC(=O)CCc2nc(-c3ccc(C)cc3)no2)cc1	-26%
COc1ccc(OC)c(/C=C/c2ccc3cccc(O)c3n2)c1	-17%
CCOC(=O)c1c(C)[nH]c(CCC(=O)Nc2ccc(N(CC)CC)cc2C)c1C	?
Cc1ccc(C(=O)/C=C/Nc2ccc(N(C)C)cc2)cc1C	?
Cn1cc(-c2cccc(CO)c2)c2nc(COc3ccc(Cl)cc3)cn2c1=O	-17%[86.2 µM]
CC(C)NC(=O)C1=CC(c2ccco2)=NS(=O)(=O)N1C	34%[activator]
Cn1cnc2c1c(=O)n(CCCSc1nc3ccccc3[nH]1)c(=O)n2C	-7%
O=C(c1cnn(Cc2ccccc2)c1)N1CCN(S(=O)(=O)c2cccc(Br)c2)CC1	8%
Cc1cnc(C)c(N2CCN(Cc3nc(-c4sccc4C)oc3C)CC2)n1	?
O=C(C1CCCN(C2CCN(c3ncnc4sccc34)CC2)C1)N1CCCC1 (stereo not given)	?
COc1cccc(N2C(=O)NC(=NC3CCCCC3)C23CCCN(Cc2ccccc2)C3)c1 (stereo not given)	4%[115 µM]
COCCCNC(=O)c1ccc2c(c1)n(Cc1cccc(F)c1)c(=O)c1ccnn12	28µM*
COc1ccc(OC)c(Nc2nc3ccccc3nc2NS(=O)(=O)c2ccc(C)cc2)c1	14%
CCOc1ccc(NC(=O)CCc2nc3cccnc3n2Cc2ccc(OC)cc2)cc1	-15%
O=C1[C@@H]2C[C@@H](O)CN2C2(CN(Cc3cccc(OC(F)(F)F)c3)C2)C(=O)N1Cc1cccc(Cl)c1	-28%
CCCCNC(=O)C[C@H]1C[C@@]2(C(=O)OC)C(=C[C@H](C3CCCC3)O[C@@H]2C)N(Cc2ccco2)C1=O	28%
O=C(Cn1cccc1-c1nc(-c2ccc(F)cc2)no1)N1CCN(c2ccccc2F)CC1	-6%
C=CCN(C(=O)CN1CCCCC1)c1nc(-c2ccccc2)cs1	-3%
Cc1cccc(NC(=O)Cn2c(-c3cccc(Cl)c3)nc(C)c(CCO)c2=O)c1	-5%

The results go on:
SMILES	KDM5B inhibitor
Cc1sc(NC(=O)c2nn(C)c(=O)c3ccccc23)nc1-c1ccc(F)cc1	9%
CCN(CC)[C@H]1[C@@H]2OC[C@@H](O2)[C@@H](NCc2ccc(-c3ccccc3)cc2)[C@@H]1O	?
Cc1cccc(CCNc2ncc(C(C)(C)C(=O)O)c(N3CCOCC3)n2)n1	-7%
CC(C)N1CC[C@H](c2nnc(-c3cccnc3)o2)C1	?
CCCCN1C(=O)CC[C@H]2CN(C(=O)Cc3cnccn3)CC[C@H]21	14%
CC(=O)n1nc(-c2ccccc2)cc1-c1ccccc1	-10%
CC1CCCN(C(=O)c2cc3c(Cl)nc4ccccc4c3s2)C1 (stereo not given)	-8%
COc1ccc(-c2nc3cc(NC(=O)CSc4ccc(C)cc4)ccc3o2)cc1	?
O=C(COc1ccccc1F)Nc1ccc(C(=O)OCc2cc(=O)n3nc(C4CC4)sc3n2)cc1	-3%
COc1ccccc1CNC(=O)CN1CC2CC(C1)[C@H]1CCCC(=O)N1C2 (stereo not given in full)	11%
CCC(=O)N1CCCN(CCOC)c2ccccc21	-14%
COc1ccc(C(=O)N2CCCOCCNC(=O)CC2)cc1	22%
Cc1ccc(OCC(=O)Nc2ccc(Br)cc2C(=O)O)cc1C	13%
Cc1ccc(/C=N/Nc2ccc(S(=O)(=O)Nc3ccc(Cl)cc3)cc2[N+](=O)[O-])cc1	-3%
COc1ccc(-c2ccccc2NC(=O)C2CCCN(C3CCOCC3)C2)cc1 (stereo not given)	-25%
O=C(Nc1ccccn1)C1CCN(c2nc3ccccc3o2)CC1	1%
CCc1cccc2cc(C(=O)O)[nH]c12	?
CC(Sc1nnc(Nc2ccccc2F)s1)C(=O)N1CCc2ccccc21 (stereo not given)	-15%
CC(C)Nc1nc(C(=O)Nc2ccc(O)cc2)cs1	-18%
Cc1cccc2c1-c1sc(C(=O)NCc3ccc(Cl)cc3)cc1CO2	?
Cc1ccc(-n2cccc2)cc1N	-26%
O=C(COc1ccc(NC(=O)C2CC2)cn1)NCc1ccccc1	-6%
CCc1ccc2oc(C(=O)Oc3ccc(C#N)cc3)c(C)c2c1	8%
O=C(O)CCCC(=O)OCCCc1ccccc1	2%
COCCn1cnc2ccc(-c3ccc4c(ccn4C)c3)nc2c1=O	?

15 entries from above, comma-delimited:
smiles,KDM5B inhibitor
CCN(CC)[C@H]1[C@@H]2OC[C@@H](O2)[C@@H](NCc2ccc(-c3ccccc3)cc2)[C@@H]1O,?
Cc1cccc(CCNc2ncc(C(C)(C)C(=O)O)c(N3CCOCC3)n2)n1,-7%
CC(C)N1CC[C@H](c2nnc(-c3cccnc3)o2)C1,?
CCCCN1C(=O)CC[C@H]2CN(C(=O)Cc3cnccn3)CC[C@H]21,14%
CC(=O)n1nc(-c2ccccc2)cc1-c1ccccc1,-10%
CC1CCCN(C(=O)c2cc3c(Cl)nc4ccccc4c3s2)C1 (stereo not given),-8%
COc1ccc(-c2nc3cc(NC(=O)CSc4ccc(C)cc4)ccc3o2)cc1,?
O=C(COc1ccccc1F)Nc1ccc(C(=O)OCc2cc(=O)n3nc(C4CC4)sc3n2)cc1,-3%
COc1ccccc1CNC(=O)CN1CC2CC(C1)[C@H]1CCCC(=O)N1C2 (stereo not given in full),11%
CCC(=O)N1CCCN(CCOC)c2ccccc21,-14%
COc1ccc(C(=O)N2CCCOCCNC(=O)CC2)cc1,22%
Cc1ccc(OCC(=O)Nc2ccc(Br)cc2C(=O)O)cc1C,13%
Cc1ccc(/C=N/Nc2ccc(S(=O)(=O)Nc3ccc(Cl)cc3)cc2[N+](=O)[O-])cc1,-3%
COc1ccc(-c2ccccc2NC(=O)C2CCCN(C3CCOCC3)C2)cc1 (stereo not given),-25%
O=C(Nc1ccccn1)C1CCN(c2nc3ccccc3o2)CC1,1%

The list goes on.
SMILES	KDM5B inhibitor
Cc1ccc(CNC(=O)CC2=C3CCCCC3N(Cc3ccc(F)cc3)C2=O)cc1 (stereo not given)	-9%
COc1ccc(N(C(=O)c2snc(C(N)=O)c2N)C(C(=O)NC2CCCC2)c2ccc3ncccc3c2)cc1 (stereo not given)	?
CC(C(=O)NCc1ccco1)n1cnc2c1c(=O)n(C)c(=O)n2C (stereo not given)	-10%
COc1ccc(CC(=O)Nc2ccc([C@H]3OCC(=O)N(Cc4ccncc4)[C@@H]3CO)cc2)cc1	22%
Cc1ccsc1C(=O)NCCc1noc(C2CC2)n1	23%
CSc1cccc(NC(=O)N[C@H]2C[C@@H](C(=O)N[C@@H](CCCNC(=O)C=C(C)C)C(N)=O)N(C(=O)C=C(C)C)C2)c1	22%
CNC(=O)NC(=O)CN(C)Cc1cccc(C(F)(F)F)c1	18%
COc1ccccc1CNc1ncncc1-c1nc(-c2ccccc2)no1	32µM*
COc1cc(/C=C/C(=O)C2C(=O)C=C(C)OC2=O)cc(Cl)c1OC(F)F (stereo not given)	-27%
Cc1nc(Nc2ncc3c(n2)CC(C)(C)CC3=O)nc2ccccc12	12%
O=C(C1CCN(C(=O)N2CC3CC(C2)[C@H]2CCCC(=O)N2C3)CC1)N1CCC(N2CCCCC2)CC1 (stereo not given in full)	7%
Cc1cccc(N2CCN(C(=O)C3CCN(S(=O)(=O)Cc4cccc(Cl)c4)CC3)CC2)c1C	-1%
CNC(=O)Nc1ccc(C2(C(=O)Nc3ccc4c(c3)CCC4)CCC2)cc1	-21%
COc1ccc(N2CCN(C(=O)C3CCN(S(=O)(=O)c4cccs4)CC3)CC2)cc1	-18%
Cc1ccc(N2CCC(NC(=O)c3ccc(F)c(F)c3)C2=O)cc1C (stereo not given)	23%
N#Cc1ccc(CN2CCC(N3Cc4cccn4C3=O)CC2)cc1	10%[149 µM]
COc1ccccc1CN1CCN(C(=O)c2ccc3c(c2)C(O)CCCCCN3C)CC1 (stereo not given)	?
COc1ccc(CN2CC[C@H](c3nc4c(C(N)=O)cccc4[nH]3)C2)cc1	?
Cc1nc(C)n(CCCn2cnc3cn(C)nc3c2=O)n1	-36%
O=C(O)CCCCCCNS(=O)(=O)Cc1ccccc1	-17%
Cc1nc2ccc(C(=O)N3CCOCC3)cc2nc1C	4%
O=C(COC(=O)c1ccco1)Nc1ccc(Cl)c(C(F)(F)F)c1	-17%
O=C(OCc1ccc(F)cc1)C(c1ccccc1)N1CCC(O)CC1 (stereo not given)	4%
COc1ccccc1NC(=O)C1=C(C)Nc2nc(SC)nn2C1c1ccccc1OC (stereo not given)	2%
CC(=O)c1ccc(SCC(=O)N(C2CCCC2)C2CCCC2)c(F)c1	21%

New compounds follow:
SMILES	KDM5B inhibitor
O=C(NCC1CCNC1)C1CCN(c2nc(-c3ccccc3)nc3c2CCC3)CC1 (stereo not given)	-23%
COc1ccc2cc(C(=O)OC(C)C(N)=O)c(C)nc2c1 (stereo not given)	99%[activator]
CCN1CC(Nc2ccc(-c3nc(CCCc4ccccc4)no3)cn2)CC1=O (stereo not given)	28µM*
O=S(=O)(c1ccc(F)cc1)N(Cc1nc(-c2ccccc2)no1)C1CCCCC1	?
Cc1ccc(C2CCN(C(=O)Nc3ccc(Cl)cc3)C2)cc1 (stereo not given)	0%
CCOc1ccccc1CN1C[C@@H](NC(=O)COC)C[C@H]1CO	12%
CCOc1ccccc1C1NC(=O)N(CC(=O)Nc2cc(Cl)ccc2OC)C2=C1C(=O)OC2 (stereo not given)	-19%
CCOCCn1c(Br)nc2c1c(=O)n(C)c(=O)n2C	11%
CCCNc1c(NS(=O)(=O)c2ccc3c(c2)oc(=O)n3C)c(=O)oc2ccccc12	4%
COc1cccc(-c2nccc3c(=O)cc(N4CCOCC4)oc23)c1	35µM*
CCCc1nc(SCc2cc(=O)c3ccc(C)c(C)c3[nH]2)n[nH]1	-13%
Cc1nc(SCC(=O)NC23CC4CC(CC(C4)C2)C3)n(C2CC2)c1C	6%
COCCn1cnc2ccc(-c3cccc(C)c3)nc2c1=O	40µM*
N#Cc1ccc(OCc2noc(-c3ccsc3)n2)cc1	11%
COc1ccc(NC(=O)CCS(=O)(=O)c2ccc3c(c2)OCCO3)cc1OC(F)F	13%
COc1ccc(CCC(=O)N2CCC3(CC2)CC(N(C(C)=O)C2CC2)CCO3)cc1 (stereo not given)	3%
CCc1cc(=O)oc2cc(O[C@@H]3O[C@H](CO)[C@@H](O)[C@H](O)[C@H]3O)c(Cl)cc12	-11%
O=C(Nc1ccccc1)N1CCC(Oc2ccccc2-c2nc(-c3ccccc3)no2)C1 (stereo not given)	32µM*
CCOc1ccc(OCC)c(NC(=O)C(NS(=O)(=O)c2cccs2)c2ccccc2)c1 (stereo not given)	-9%
Cc1ccc(NC(=O)CSc2nnc(-c3cc4occc4n3C)n2-c2ccccc2C)c(C)c1	-23%

Screens: PubChem BioAssay, National Center for Advancing Translational Sciences (NCATS)

An excerpt. The share of hits here may be higher or lower than overall.
